# NPY-Y1 PAM-ag = potentiates or activates human NPY-Y1 receptor; 0.37% of 220,000 active; activation, % at 3.6 µM; P25929; NPY-Y1 expressing cells, potentiator/agonist activation; in the data active = activation above about 33%, passing the limit was not always enough;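 note: cells stimulated with NPY at EC10 then isoproterenol at EC100; 0% = low agonist plus stimulus and 100% = saturating agonist plus stimulus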
# S1P4 ag = activates the human S1P4 receptor; S1P4-expressing cell line, agonist reporter assay; activation, % at 4.98 µM; 0.35% of 220,000 active; in the data active = activation above about 11%;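 note: 0% = DMSO vehicle and 100% = reference agonist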
# Target sequence (O95977 whole entry, looked up): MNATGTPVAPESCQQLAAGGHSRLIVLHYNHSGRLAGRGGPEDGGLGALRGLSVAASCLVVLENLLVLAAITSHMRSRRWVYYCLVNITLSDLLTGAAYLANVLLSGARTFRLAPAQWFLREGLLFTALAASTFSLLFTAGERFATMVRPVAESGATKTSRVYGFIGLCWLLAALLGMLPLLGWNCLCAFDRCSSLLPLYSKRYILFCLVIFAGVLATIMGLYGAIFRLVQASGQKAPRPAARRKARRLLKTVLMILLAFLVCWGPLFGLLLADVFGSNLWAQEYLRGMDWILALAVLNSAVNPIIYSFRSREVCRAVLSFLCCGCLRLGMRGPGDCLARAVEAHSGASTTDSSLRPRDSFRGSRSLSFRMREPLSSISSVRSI
# BaF3 tox = counter-screen for JAK2V617F inhibitors: parental Ba/F3 viability inhibitors. CellTiter-Glo ATP luminescence. 1.1% of 220,000 active. AID 1486. inhibition, % at 5.6 µM;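 active = inhibition above a per-campaign cutoff, the mean inhibition of all tested compounds plus 3 SD, cut at about 27% in these data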;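 note: 0% = DMSO wells and 100% = JAK Inhibitor I control wells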
# Runt-CBFb FRET = Runt domain-CBFb interaction inhibition; Q01196+Q13951; Cerulean-Runt/Venus-CBFb FRET ratio 530/480, 1 h; inhibition, % at 20 µM; 0.46% of 220,000 active; AID 1496;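 active = inhibition over about 50% at 20 µM in the single-dose screen, limit read from the data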;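 note: 0% = DMSO wells and 100% = excess unlabeled CBFb competitor control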
#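 Assay system: Cerulean-tagged RUNX1 Runt domain (FRET donor) fusion protein / Amount: 100 nM each of Venus-CBFb and Cerulean-Runt domain / Medium: Tris buffer pH 7.5 with salts and BSA / Also added: Venus-CBFb 100 nM / Schedule: 1 h complex formation plus 1 h compound treatment, room temperature / Signal: FRET fluorescence / Read-out: loss of energy transfer signal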
# RBBP9 inhibitor = blocks human serine hydrolase RBBP9. 0.2% of 220,000 active. inhibition, % at 7.94 µM. recombinant RBBP9, FP-Rh probe fluorescence polarization. O75884;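 active = inhibition above the campaign mean of all tested compounds plus 3 SD, cut at about 14% in these data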;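 note: plate controls were DMSO wells with RBBP9 for no effect and wells lacking RBBP9 protein for full effect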
# Target sequence (O75884 whole entry, looked up): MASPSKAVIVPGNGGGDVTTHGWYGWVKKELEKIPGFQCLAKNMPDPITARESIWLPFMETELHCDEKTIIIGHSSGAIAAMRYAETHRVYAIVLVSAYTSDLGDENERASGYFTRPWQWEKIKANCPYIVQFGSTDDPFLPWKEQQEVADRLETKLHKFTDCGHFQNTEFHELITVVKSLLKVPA
#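 Controls: DMSO-treated enzyme wells and wells lacking RBBP9 | Material: RBBP9 protein | Technique: Fluorescence polarization | Replication: Single well per compound, no replicates | Buffer or medium: Tris-NaCl-Pluronic buffer, pH 8.0 | Timing: 30 min compound preincubation, 45 min probe labeling, 25 °C | Read-out basis: Percent inhibition from mP, scaled between DMSO and no-protein wells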
# Ba/F3 V617F tox = loss of viability in JAK2V617F-driven Ba/F3 cells | inhibition, % at 5.6 µM | Ba/F3 EpoR-JAK2V617F viability, ATP luminescence | 1.1% of 220,000 active;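 active = inhibition above the campaign mean plus 3 SD over all tested compounds, cut at about 24% in these data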;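 note: cytokine-independent growth of Ba/F3 cells driven by EpoR plus mutant JAK2; 0% = DMSO-treated cells and 100% = JAK inhibitor I control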
# NPY-Y1 antag = NPY-Y1 (human) receptor antagonism. P25929. HEK293-CNG Y1 cells, membrane potential fluorescence; NPY at EC95, then isoproterenol. inhibition, % at 3.6 µM. 1% of 200,000 active. AID 1040;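 active = inhibition above the campaign mean inhibition of all tested compounds plus 3 SD, cut at about 20% in these data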;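 note: 0% = DMSO wells given NPY plus isoproterenol and 100% = isoproterenol alone without NPY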
#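 Material: HEK293 cells co-expressing NPY Y1 receptor and cyclic-nucleotide gated channel. Timing: compound incubation 1 h at room temperature, readout 45 min post-stimulation. Signal: fluorescence, membrane potential probe.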
# NPY2 pot ag = human NPY-Y2 potentiation or agonism, primary screen. P49146. cells expressing NPY-Y2, potentiator/agonist read-out. activation, % at 3.6 µM. 0.45% of 220,000 active. AID 1359; in the data active = activation above about 27%;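 note: cells stimulated with NPY near EC25 plus isoproterenol at EC100; 0% = vehicle plus submaximal agonist and 100% = vehicle plus saturating agonist; some results beyond the cut were filed as inactive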
# Target sequence (P49146 whole entry, looked up): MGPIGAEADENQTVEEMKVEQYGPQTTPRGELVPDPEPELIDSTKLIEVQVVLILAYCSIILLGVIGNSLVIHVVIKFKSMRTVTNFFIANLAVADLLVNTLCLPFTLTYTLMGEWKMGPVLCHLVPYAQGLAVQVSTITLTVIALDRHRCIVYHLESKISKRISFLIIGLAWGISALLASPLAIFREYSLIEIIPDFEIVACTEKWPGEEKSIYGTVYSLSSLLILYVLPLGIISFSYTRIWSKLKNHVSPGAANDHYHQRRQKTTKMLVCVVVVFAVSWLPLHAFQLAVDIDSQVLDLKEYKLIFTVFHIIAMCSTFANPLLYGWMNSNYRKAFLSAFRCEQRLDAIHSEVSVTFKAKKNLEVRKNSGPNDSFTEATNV
# S1P4 antag = human S1P4 receptor antagonism | O95977 | inhibition, % at 4.98 µM | S1P4-expressing cells, antagonist mode, reporter read-out | 0.26% of 220,000 active; in the data active = inhibition above about 29%;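 note: 0% = wells stimulated with agonist and 100% = vehicle wells without agonist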
# Active calls of the source: *; . = not tested or not shown; & = joins results of further samples.
# Each structure is followed by: S1P4 antag	BaF3 tox	NPY-Y1 antag	RBBP9 inhibitor	NPY-Y1 PAM-ag	Runt-CBFb FRET	NPY2 pot ag	Ba/F3 V617F tox	S1P4 ag
- CC[C@H](C)C1NC(=O)[C@H](CC(=O)O)NC(=O)c2cc([N+](=O)[O-])cc(I)c2NCCC(C(N)=O)NC1=O (some centres undefined)
    -2.2	5.1	1.0	-7.7	-33.2	2.8	10.8	-0.3	0.2
- NC(=O)C1=C[C@H](c2csc3ccccc23)C[C@H](OCCCCO)O1
    10.1	1.2	-1.4	-2.7	9.6	1.5	-6.0	0.2	-0.2
- C[C@H](NC(N)=O)C(=O)OCC(=O)NCc1cccs1
    -7.8	5.8	2.6	0.8	0.5	-0.2	3.7	-0.5	3.4
- COc1cccc(NC(=S)NNC(=O)CCn2cc([N+](=O)[O-])cn2)c1
    -9.3	6.6	-3.6	-23.7	-3.5	2.6	-3.9	4.9	0.3
- C/C(=N\Nc1cccc2cccnc12)c1ccccc1O
    -2.5	3.2	2.0	-2.8	-27.6	-0.2	-10.4	-0.9	0.4
- CNC(=S)Nc1ccc(C23CC4CC(CC(C4)C2)C3)cc1
    9.9	4.7	-0.8	-8.5	12.5	1.6	7.0	-2.7	-3.0
- O=[N+]([O-])c1ccc(OCc2nnc(-c3ccccc3)o2)cc1
    -51.5	4.7	10.8	-14.0	-33.1	0.4	-8.4	4.2	2.1
- CC(=O)/C(=N\Nc1ccc(C)cc1)N1CCOCC1
    0.9	1.0	-5.7	4.7	1.4	0.3	18.6	-4.7	-1.8
- COc1ccccc1CNC(=O)c1c(-c2ccccc2)nn(-c2ccccc2)c1C
    -3.0	0.7	0.0	-15.4	1.4	-1.1	-5.1	-5.9	-2.2
- COCCNc1c(-c2ccc(OC)c(OC)c2)nc2ccc(Cl)cn12
    6.8	2.7	-4.7	-12.3	-7.2	.	-9.0	2.5	-2.1
- Cc1nc2cc(NS(=O)(=O)c3c(C)c(C)cc(C)c3C)ccc2s1
    -3.4	6.7	-5.7	-7.5	20.3	-4.7	-0.2	3.3	10.4
- CC1CCCN(C(=O)c2cccc(S(=O)(=O)Nc3cc(C(F)(F)F)ccc3Cl)c2)C1 (centres undefined)
    10.5	8.6	-1.2	-0.7	14.0	-6.1	6.8	4.8	-1.1
- O=C(CCCn1c(=O)[nH]c2ccccc2c1=O)Nc1ccc(F)cc1
    -11.3	7.2	-4.0	-0.7	-0.5	-2.7	3.6	0.4	1.0
- COc1cc2c(cc1/C=C1/NC(=O)N(CC(=O)Nc3ccccc3)C1=O)OCO2
    -13.1	13.2	-3.0	-0.8	-3.6	-56.5	-3.7	-1.8	-0.5
- Cc1c(C(=O)N2CCN(Cc3ccc4c(c3)OCO4)CC2)cccc1[N+](=O)[O-]
    -2.8	2.4	-3.8	-4.0	-25.6	-2.7	-0.2	0.0	1.2
- CCOC(=O)COc1ccc(C(=O)Nc2cccc(Cl)c2C)cc1
    32.5*	10.6	-1.2	-8.0	23.3	-2.5	2.5	0.0	1.3
- O=C(Nc1cccc(F)c1)c1ccc(Br)o1
    6.5	4.1	-2.4	0.0	-1.0	0.7	-1.5	-2.6	-0.7
- COC(=O)[C@H](CCSC)NC(=O)Nc1ccc(S(N)(=O)=O)cc1
    5.8	-2.2	.	1.8	6.0	-0.6	-16.7	-0.4	-0.5
- Cc1ccccc1NC(=S)NNC(=O)c1csc2c1CCC(C)C2 (centres undefined)
    3.7	6.0	0.9	-3.3	-1.2	2.3	-9.8	2.1	0.1
- O=C(N/N=C/c1ccc(Cl)cc1Cl)C1CCN(c2ncc(C(F)(F)F)cc2Cl)CC1
    -2.2	4.7	0.3	-4.1	-7.6	0.5	-8.8	-2.7	-1.1
- S=C(Nc1ccccc1Cl)N(CCCN1CCOCC1)Cc1ccccn1
    -0.7	6.9	-1.5	-13.3	-2.3	0.4	-4.7	3.3	1.2
- CC(=O)c1ccc(OC(=O)c2ccc(Br)o2)cc1
    -9.2	2.6	-2.2	-2.5	-6.5	-2.0	11.2	-0.3	0.0
- COc1ccc2c(CC(=O)Nc3ccccc3OC)coc2c1
    -6.5	4.6	1.1	-4.1	-3.6	1.1	-1.7	0.9	0.1
- Nc1[nH]c(N=NC(=O)c2ccccc2)c2ccccc12
    -6.6	7.3	0.7	-0.6	-6.4	-0.8	-5.7	0.8	-0.4
- COc1ccc(CNC(=O)C2CCCN2S(=O)(=O)c2ccc(S(=O)(=O)N(C)C)cc2)cc1 (centres undefined)
    -15.7	2.6	-1.6	-9.0	9.9	-0.4	2.9	-3.8	0.6
- O=C(Nc1cccc(C(F)(F)F)c1)n1cc(-c2ccccn2)c(N2CCOCC2)n1
    18.2	4.1	3.5	-4.6	-1.4	-0.4	6.0	1.4	-2.2
- CC(C)Cc1csc(NC(=O)c2ccc(Cl)cc2)c1C(=O)O
    -5.8	6.8	6.4	0.6	-31.7	1.4	-13.8	2.2	-2.8
- c1ccc(OCCOCCSc2ncccn2)cc1
    -11.4	6.2	-1.6	-9.4	2.8	-1.9	-11.2	2.6	2.1
- CC(C)(C)CC(=O)Nc1cc(S(=O)(=O)N2CCOCC2)ccc1N1CCCC1
    0.9	1.5	.	-0.1	10.3	0.8	-9.2	0.3	5.8
- COC(=O)c1cccnc1NC(=S)NC(C)C
    -18.5	3.8	-8.1	-5.7	4.5	0.4	3.0	-0.6	1.4

# The closing 5 entries of the section before are carried over, then new ones follow.
# Each structure is followed by: S1P4 antag	BaF3 tox	NPY-Y1 antag	RBBP9 inhibitor	NPY-Y1 PAM-ag	Runt-CBFb FRET	NPY2 pot ag	Ba/F3 V617F tox	S1P4 ag
- O=C(Nc1cccc(C(F)(F)F)c1)n1cc(-c2ccccn2)c(N2CCOCC2)n1
    18.2	4.1	3.5	-4.6	-1.4	-0.4	6.0	1.4	-2.2
- CC(C)Cc1csc(NC(=O)c2ccc(Cl)cc2)c1C(=O)O
    -5.8	6.8	6.4	0.6	-31.7	1.4	-13.8	2.2	-2.8
- c1ccc(OCCOCCSc2ncccn2)cc1
    -11.4	6.2	-1.6	-9.4	2.8	-1.9	-11.2	2.6	2.1
- CC(C)(C)CC(=O)Nc1cc(S(=O)(=O)N2CCOCC2)ccc1N1CCCC1
    0.9	1.5	.	-0.1	10.3	0.8	-9.2	0.3	5.8
- COC(=O)c1cccnc1NC(=S)NC(C)C
    -18.5	3.8	-8.1	-5.7	4.5	0.4	3.0	-0.6	1.4
- CCCS(=O)(=O)c1nc(S(=O)(=O)c2ccc(C)cc2)c(NCc2ccccn2)s1
    -36.7	0.0	6.1	-3.3	3.3	3.1	-7.3	0.9	1.8
- CCOC(=O)c1cc2sc(C)cc2n1CC(=O)N1CCOCC1
    -7.9	4.7	6.4	6.9	9.6	-0.2	-26.6	-0.5	1.2
- Cc1ccc(Cl)cc1NC(=O)COC(=O)C1CC1
    -17.2	6.6	3.0	-5.7	-3.4	-0.6	-4.5	2.0	-0.2
- Cc1cc(C(=O)COC(=O)c2ccc[nH]c2=O)c(C)n1C
    1.4	5.0	13.1	4.0	6.5	0.5	-3.4	-3.3	-1.2
- COc1ccc(CCNS(=O)(=O)c2ccc3c(c2)CCN3C(=O)CCC(=O)O)cc1OC
    -20.4	7.0	-1.6	3.1	8.7	1.0	5.8	3.4	0.3
- COc1ccc(N2CC(C(=O)N/N=C/c3c[nH]c4ccccc34)CC2=O)cc1 (centres undefined)
    1.0	5.5	3.0	-1.6	-6.3	-2.2	-8.7	1.9	-0.6
- NNc1ccc(Cl)c(C(=O)O)c1
    8.9	-1.0	.	0.2	24.5	-0.6	13.2	-2.4	0.7
- CCCCNC(=O)COC(=O)CCC(=O)c1ccc(F)cc1
    -14.7	3.4	2.6	-1.5	1.6	1.2	-9.4	-1.6	0.6
- O=C(Cn1c(=O)oc2cc(S(=O)(=O)N3CCCC3)ccc21)Nc1cccc(C(F)(F)F)c1
    -8.0	5.0	-9.2	1.3	16.0	-2.0	17.1	0.0	-0.1
- O=C(COC(=O)c1ccccc1OCc1ccc(Cl)cc1)NC1CC1
    -6.0	-1.3	1.3	-4.1	2.4	-4.2	-5.0	-5.0	-0.8
- CSCCC1NC2(C(=O)Nc3c2ccc(Cl)c3C)[C@@H]2C(=O)N(C3CCCC3)C(=O)[C@H]12 (some centres undefined)
    -19.4	-0.6	1.1	0.5	13.4	-1.0	-4.6	-3.4	-1.8
- COC(=O)c1cc(C(=O)CSc2nc(C)cc(C)n2)ccc1O
    -3.3	3.7	-2.7	-8.5	12.4	-0.4	-5.6	2.4	2.1
- O=C(NCc1ccco1)C(Cc1ccccc1)N1C(=O)c2ccccc2C1=O (centres undefined)
    1.7	1.4	-1.6	-8.4	21.3	-1.6	-1.9	0.1	1.2
- COc1cc(C2C3=C(CC(C)(C)CC3=O)NC3=C2C(=O)c2ccccc23)ccc1O (centres undefined)
    -12.0	9.8	4.6	-8.2	-19.0	3.8	-0.5	2.0	-1.1
- Cn1nc(NC(=O)C(C)(C)C)c2c(F)cccc21
    -5.7	-3.2	.	0.0	21.9	-0.5	-3.0	-0.9	-0.3
- CC(C)(C)Nc1nc(Oc2ccc(=O)[nH]n2)nc(N2CCOCC2)n1
    -2.3	10.0	-5.0	-5.6	24.2	-0.2	9.4	2.3	0.8
- COc1ccc(CCC(=O)Nc2ccc(Cl)c(S(=O)(=O)N3CCCC3)c2)cc1
    3.5	1.8	.	-6.9	6.5	2.0	30.1	-3.7	-0.4
- CCOC(=O)N1CCN(CCC(=O)Nc2cccc(Br)c2)CC1
    8.5&-10.7	8.1&2.6	5.8&1.4	-0.6&-2.3	1.3&-2.8	-1.3&1.6	5.8&-0.3	0.9&-3.6	-0.4&-3.1
- COCC(=O)Nc1cccc(Br)c1
    -24.8	-0.1	-1.9	-5.3	5.9	-1.2	-0.4	-3.9	-1.5
- CCOc1ccccc1C1C(C(=O)Nc2ccccc2OC)=C(C)Nc2nnnn21 (centres undefined)
    -3.6	8.0	-1.7	-4.0	7.9	2.0	10.1	-0.2	1.1
- COc1ccc(N=c2sc3ccccc3n2C)cc1
    7.9	0.5	7.9	-4.3	13.1	-1.7	-5.7	-2.7	0.1
- CN1CCc2c(n(CC(O)CN3C(=O)c4ccccc4S3(=O)=O)c3ccccc23)C1=O (centres undefined)
    0.4	6.0	0.4	-2.1	-9.9	-3.4	17.2	-3.1	0.9
- O=c1c2c(nc3c(-c4ccc(Cl)cc4)c[nH]n13)CCCC2
    -5.9	14.1	1.7	-1.6	-28.2	-2.1	-24.1	3.9	0.0
- CC(=O)N1CCN(CC(=O)Nc2ccc(Cl)c(S(=O)(=O)N(C)C)c2)CC1
    10.0	8.8	2.8	-0.1	-12.1	1.2	-0.2	2.1	-2.0
